# aSyn rescue: rescues yeast growth from alpha-synuclein toxicity. Yeast expressing alpha-synuclein, growth rescue, BacTiter-Glo, 24 h. Potency, µM (doses to about 46.1 µM), without a hit: at the top dose growth rescue (activation), usual class: activators. 0.14% of 370,000 active; note: potency is the fitted concentration of half-maximal effect; % of control where 0% means no effect; nearly all actives have a fitted effect of over 65% in size
#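 Galactose-induced alpha-syn yeast (OD600=0.02, raffinose-pregrown) + pinned cpd, 24 hr, 30 deg C; growth by BacTiter-Glo luminescence. Growth restoration scores as activation.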
# GLP1R cytotox: cytotoxicity counter-screen for GLP-1 receptor inverse agonists. HEK293 cAMP-luciferase reporter cells, luminescence, 24 h. Potency, µM (series often up to 38.3 µM), for inactives: at the top dose activity change, negative = inhibition, actives largely listed as inhibitors. 0.13% of 410,000 active;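 note: loss of luciferase light is scored as toxicity; potency is the fitted concentration of half-maximal effect; % is set by controls: 0 for no effect and ±100 for the full control effect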
#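 A 23 nL compound transfer followed 12 hours of cell culture at 37 deg C; exposure then lasted 24 hr. Luciferase assay detection reagent was dispensed and plates read for luminescence after a 12 min room-temperature wait.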
# PTHR1 agonist: activates the human parathyroid hormone receptor PTHR1; Q03431; HEK293 GP2 PTHR1 cells, GloSensor cAMP luminescence, 1 h; Potency, µM (highest dose often 115 µM), without a hit: top-dose activation, actives largely listed as activators; 0.075% of 410,000 active; note: potency is the fitted concentration of half-maximal effect; nearly all actives have a fitted effect of over 55% in size; some results filed as inactive show a strong effect at the top dose; inactives centre near -15; many of its hits are not listed in these tables
#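 HEK-293-derived GP2 cells expressing PTHR1 and a GloSensor cAMP reporter, 3,000/well, plated overnight, given luciferin plus IBMX (each 0.5 mM as added) for 1 h at 37 °C, then compound for 1 h at 37 °C. Luminescence was read after 15 min at room temperature.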
# Abeta rescue: compounds reversing amyloid beta toxicity in yeast | yeast expressing A-beta42, growth rescue, OD600, 48 h; response scale: 0% DMSO, 100% iron-clioquinol control | 0.063% of 410,000 active | Potency, µM (titrated, usually from 46.1 µM), inactives show at the top dose growth rescue, most hits filed as activators; note: potency is the fitted concentration of half-maximal effect; nearly all actives have a fitted effect of over 55% in size
#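 Yeast growth medium received pinned compounds, then yeast cells expressing toxic A-beta were added; plates incubated at 30 C for 48 hr. Growth read as absorbance at 600 nm, normalized to DMSO and equimolar FeCl3 plus clioquinol controls.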
# Akt phos inh: Akt phosphorylation inhibition; activity change, % for hits at 50 µM; 0.32% of 360,000 active; AID 651550; Neuro2A IGF-stimulated pAkt S473 HTRF, 20 min; active compounds read low; in the data active = activity change below about -80%; inconclusive = mostly about -51% to -80%; note: % is set by controls: 0 for no effect and ±100 for the full control effect
#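 Neuro2A cells (4,500/well, DMEM with 0.5% FBS) were treated with compound at a single 50 µM final concentration, stimulated with 6 nM IGF for 20 min at 37 °C, and lysed. Phospho-Akt Ser473 was read by HTRF as 665/615 ratio ×10^4.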
# MmCpn inh: inhibitors of Methanococcus maripaludis chaperonin (MmCpn); purified Mm-Cpn ATPase, ADP Transcreener TR-FRET; Potency, µM (highest dose often 76.9 µM), for inactives: at the top dose activity, negative = inhibition, usual class: inhibitors; 0.031% of 330,000 active; AID 504842; note: potency is the fitted concentration of half-maximal effect; % is set by controls: 0 for no effect and ±100 for the full control effect; nearly all actives have a fitted effect of over 80% in size
#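 Eu-cryptate anti-ADP/ADP-d2 competition gives a ratio inversely related to ADP. Enzyme at 25 nM was pre-exposed to compound for 10 min, then given 10 uM ATP for 30 min, 37°C throughout.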
# GLP1R inv ag: GLP-1 receptor (human) inverse agonism | P43220 | HEK293 GLP-1R CRE-luciferase, luminescence, 24 h; GLP-1R form is constitutively active | Potency, µM (titrated, usually from 38.3 µM), without a hit: at the top dose activity change, negative = inhibition, usual class: inhibitors | 1.6% of 410,000 active | AID 624417; note: potency is the fitted concentration of half-maximal effect; % is set by controls: 0 for no effect and ±100 for the full control effect; nearly all actives have a fitted effect of over 55% in size
# Target sequence (P43220 whole entry, looked up): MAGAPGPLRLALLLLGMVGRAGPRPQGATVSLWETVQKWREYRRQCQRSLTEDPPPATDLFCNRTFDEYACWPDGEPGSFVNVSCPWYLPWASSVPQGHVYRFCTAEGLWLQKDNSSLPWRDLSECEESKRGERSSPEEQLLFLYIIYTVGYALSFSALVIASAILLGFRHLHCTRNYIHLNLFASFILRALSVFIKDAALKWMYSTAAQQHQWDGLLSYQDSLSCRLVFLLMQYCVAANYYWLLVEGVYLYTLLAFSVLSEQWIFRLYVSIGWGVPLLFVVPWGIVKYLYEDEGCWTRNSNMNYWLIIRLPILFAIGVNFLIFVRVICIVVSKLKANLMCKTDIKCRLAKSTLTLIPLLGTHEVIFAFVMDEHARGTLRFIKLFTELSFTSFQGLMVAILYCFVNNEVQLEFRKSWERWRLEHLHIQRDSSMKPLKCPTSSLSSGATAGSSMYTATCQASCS
#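 HEK293 cells stably co-expressing a cAMP-responsive luciferase reporter and constitutively active GLP-1R were seeded, incubated 12 h, then exposed to compounds for 24 h at 37 C. Luminescence was read 12 min after detection reagent; inverse agonists lower signal.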
# FUS suppressor: rescues growth of FUS-expressing yeast; 0.24% of 390,000 active; S. cerevisiae FUS-expressing, growth rescue, OD600, 24 h; Potency, µM (top dose mostly 76.6 µM), inactives show top-dose growth rescue (activation), most hits filed as activators;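 note: potency is the fitted concentration of half-maximal effect; plate controls were DMSO vehicle for no effect and reference control for full effect; nearly all actives have a fitted effect of over 55% in size; some results filed as inactive show a strong effect at the top dose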
#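 Compound concentration series was pinned onto galactose-induced FUS-expressing yeast seeded at OD 0.005. Plates sat 24hr at 30C; absorbance at 600 nm gave growth. DMSO served as background control.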
# TDP43 rescue: TDP-43 toxicity inhibition in yeast; 1.8% of 410,000 active; AID 652104; TDP-43 expressing yeast growth rescue, BacTiter-Glo, 24 h; Potency, µM (highest dose often 46.1 µM), for inactives: top-dose growth rescue (activation), most hits filed as activators; note: potency is the fitted concentration of half-maximal effect; % of control where 0% means no effect; nearly all actives have a fitted effect of over 50% in size
#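 Yeast expressing TDP-43 (pregrown in raffinose, seeded at OD600=0.02 in galactose medium) exposed to compounds 24 hr at 30 deg C. Growth read by BacTiter-Glo luminescence; rescue of toxicity appears as increased signal.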
# Starred values were filed as active, the others as inactive; i = inactive; ? = inconclusive; / = not tested or not shown; [ ] = another dose, or the depositor's remark. Unless noted, calls come from the whole dose curve; as a rule, active = well fitted curve in the direction sought with a large enough effect; inconclusive = small, poorly fitted or top-dose-only effect, or another doubt; inactive = no such curve, though single readings can be large; an effect the other way counts as inactive or inconclusive.
# Field names – A = aSyn rescue; B = GLP1R cytotox; C = PTHR1 agonist; D = Abeta rescue; E = Akt phos inh; F = MmCpn inh; G = GLP1R inv ag; H = FUS suppressor; I = TDP43 rescue
1) Cc1ccc(CC(=O)N2CCN(C(=O)c3ccco3)CC2)cc1
  A: -1.5% | B: -14.5% | C: i | D: -6.8% | E: i | F: 1.1% | G: 13.5% | H: -13.5% | I: -5.7%

2) CCOc1ncccc1C(=O)NCCc1ccc(S(N)(=O)=O)cc1
  A: -7.6% | B: -7.3% | C: -2.0% | D: -2.5% | E: i | F: 2.0% | G: 43.3%[activator] | H: 6.1% | I: -6.2%

3) COCc1c(Br)c(C)[nH]c(=O)c1C#N
  A: -0.3% | B: -10.0% | C: -21.3%[57.5 µM] | D: 8.2% | E: i | F: -1.2% | G: 5.9% | H: -26.2% | I: -1.7%

4) CCOC(=O)C1C(c2cccc(Cl)c2Cl)NC(=O)NC1(O)C(F)(F)F (configuration not stated)
  A: 6.5% | B: 13.3% | C: -11.6%[57.5 µM] | D: -2.9% | E: i | F: -1.5% | G: -6.2% | H: 27.4% | I: -10.6%

5) COc1cc(NC(=O)c2cc3nc(C)cc(C)n3n2)c(OC)cc1Cl
  A: -0.7% | B: -2.8% | C: -5.8% | D: -4.5% | E: i | F: -1.5% | G: 73.0%[activator] | H: 36.4% | I: 17.2%

6) O=C(O)c1ncn(Cc2ccc(Br)cc2)c1C(=O)O
  A: 5.2% | B: -4.0% | C: -1.0% | D: 7.7% | E: i | F: 0.2% | G: 11.9% | H: 20.5% | I: -11.0%

7) Cc1ccc(-c2nn3c(C)nnc3s2)cc1NC(=O)c1ccc(-c2cccc(Cl)c2)o1
  A: ? | B: ? | C: -16.0% | D: -19.4% | E: i | F: -4.0% | G: ? | H: ? | I: -16.2%

8) O=c1cc(CSc2nnnn2-c2ccc(O)cc2)nc2sccn12
  A: -7.3% | B: 6.2% | C: -0.2% | D: -2.0% | E: i | F: 1.0% | G: 1.0% | H: 2.7% | I: -4.3%

9) O=C(Nc1ccccn1)c1onc2c1CCCC2
  A: -15.4% | B: 19.8% | C: -26.1% | D: -22.5% | E: i | F: 1.2% | G: 2.51µM* | H: 8.4% | I: -18.5%

10) Fc1ccc(CNc2ncccn2)cc1
  A: 3.3% | B: 13.8% | C: i | D: -2.9% | E: i | F: 1.4% | G: 4.7% | H: -7.3% | I: 12.5%

# Some of these compounds in order of heavy-atom count, lowest first:
# Field names – A = aSyn rescue; B = GLP1R cytotox; C = PTHR1 agonist; D = Abeta rescue; E = Akt phos inh; F = MmCpn inh; G = GLP1R inv ag; H = FUS suppressor; I = TDP43 rescue
9) O=C(Nc1ccccn1)c1onc2c1CCCC2
  A: -15.4% | B: 19.8% | C: -26.1% | D: -22.5% | E: i | F: 1.2% | G: 2.51µM* | H: 8.4% | I: -18.5%

6) O=C(O)c1ncn(Cc2ccc(Br)cc2)c1C(=O)O
  A: 5.2% | B: -4.0% | C: -1.0% | D: 7.7% | E: i | F: 0.2% | G: 11.9% | H: 20.5% | I: -11.0%

2) CCOc1ncccc1C(=O)NCCc1ccc(S(N)(=O)=O)cc1
  A: -7.6% | B: -7.3% | C: -2.0% | D: -2.5% | E: i | F: 2.0% | G: 43.3%[activator] | H: 6.1% | I: -6.2%

4) CCOC(=O)C1C(c2cccc(Cl)c2Cl)NC(=O)NC1(O)C(F)(F)F (configuration not stated)
  A: 6.5% | B: 13.3% | C: -11.6%[57.5 µM] | D: -2.9% | E: i | F: -1.5% | G: -6.2% | H: 27.4% | I: -10.6%

# (cont.)
# Field names – A = aSyn rescue; B = GLP1R cytotox; C = PTHR1 agonist; D = Abeta rescue; E = Akt phos inh; F = MmCpn inh; G = GLP1R inv ag; H = FUS suppressor; I = TDP43 rescue
11) N#CC1(NC(=O)COC(=O)Cn2[nH]c(=O)c3ccccc3c2=O)CCCCC1
  A: 0.6% | B: 3.4% | C: -6.5% | D: -6.2% | E: i | F: -2.7% | G: 22.7% | H: 5.0% | I: -15.1%

12) COc1ccc(CCC(=O)NNC(=O)c2ccccn2)cc1OC
  A: -8.5% | B: 14.4% | C: i | D: 7.9% | E: i | F: 1.2% | G: -23.3% | H: 2.3% | I: -10.4%

13) CCN(CC)S(=O)(=O)c1ccc(Cl)c(C(=O)NC2CCN(Cc3ccccc3)CC2)c1
  A: -0.6% | B: -9.6% | C: -13.4% | D: -1.8% | E: i | F: 0.2% | G: ? | H: -11.5% | I: 1.2%

14) COc1ccc(N2CC(C(=O)OCC(=O)c3ccccc3)CC2=O)cc1 (configuration not stated)
  A: 1.6% | B: 1.1% | C: -21.2%[57.5 µM] | D: 14.1% | E: i | F: 0.1% | G: -8.8% | H: 2.7% | I: 4.3%

15) O=C(COC(=O)c1cc([N+](=O)[O-])ccc1N1CCOCC1)NCc1ccccc1
  A: -4.5% | B: ? | C: -24.6% | D: -0.9% | E: i | F: / | G: 50.5%[activator] | H: -7.9% | I: -7.9%

16) CCOc1ccc(N2C(=O)CC(N)C2=O)cc1 (configuration not stated)
  A: -2.8% | B: ? | C: 28.6%[57.5 µM] | D: -72.7%[inhibitor] | E: i | F: 0.0% | G: ? | H: -22.8% | I: -3.9%

17) COc1ccc(N2C(=NC(C)=O)SC3CS(=O)(=O)CC32)cc1OC (configuration not stated)
  A: -0.2% | B: -7.4% | C: i | D: 1.2% | E: i | F: 0.0% | G: -21.8% | H: -3.8% | I: 22.3%

18) O=C(O)CNC(=O)c1nc(-c2ccccc2)n(-c2ccccc2)n1
  A: -5.8% | B: 13.9% | C: -28.9% | D: 6.7% | E: i | F: -1.8% | G: 15.1% | H: 4.1% | I: -6.4%

19) CCOC(=O)c1c(C)oc2nc(C)nc(N3CCN(c4ccc(C)cc4C)CC3)c12
  A: / | B: 11.2% | C: ? | D: -42.9%[inhibitor] | E: / | F: / | G: 2.3% | H: -26.2% | I: -3.4%

20) CS(=O)(=O)N(CC(=O)Nc1ccccc1C(=O)NCc1ccco1)c1ccccc1F
  A: 7.5% | B: 1.4% | C: i | D: -4.8% | E: i | F: -0.2% | G: 17.6% | H: -38.7% | I: 7.6%

21) CCOC(=O)[C@@H]1[C@H]2COc3cc(OC)ccc3[C@H]2N2C(=O)N(c3cccc(Cl)c3)C(=O)[C@@]12C
  A: 7.7% | B: -18.1% | C: -13.0% | D: -0.6% | E: i | F: -1.5% | G: ? | H: 43.0% | I: 13.3%

22) CCCCc1nc2ccc(F)cc2cc1C
  A: ? | B: 5.3% | C: -19.9% | D: 11.9% | E: i | F: / | G: 29.3% | H: -27.6% | I: 0.0%

23) Cc1ccc(-c2csc(N3CCN(CCCn4c(-c5ccncc5)nc5ccccc54)CC3)n2)cc1
  A: 0.5% | B: -12.0% | C: -30.9%[inhibitor] | D: 5.5% | E: i | F: -10.0% | G: ? | H: 17.1% | I: 16.2%

# One compound at a time (already shown). Values in the order: aSyn rescue	GLP1R cytotox	PTHR1 agonist	Abeta rescue	Akt phos inh	MmCpn inh	GLP1R inv ag	FUS suppressor	TDP43 rescue
# Shown for Cc1ccc(-c2csc(N3CCN(CCCn4c(-c5ccncc5)nc5ccccc54)CC3)n2)cc1 : 0.5%	-12.0%	-30.9%[inhibitor]	5.5%	i	-10.0%	?	17.1%	16.2%
# Shown for N#CC1(NC(=O)COC(=O)Cn2[nH]c(=O)c3ccccc3c2=O)CCCCC1 : 0.6%	3.4%	-6.5%	-6.2%	i	-2.7%	22.7%	5.0%	-15.1%

# Source: PubChem (National Center for Advancing Translational Sciences (NCATS))

# The list is partial; the hit share may differ from the screen's.
